# Screening data deposited in PubChem by National Center for Advancing Translational Sciences (NCATS).
# FBPA Giardia inh – blocks Giardia fructose-bisphosphate aldolase activity; A8B2U2; purified Giardia FBPA; Potency, µM (highest dose often 59.6 µM), without a hit: at the top dose activity, negative = inhibition, actives largely listed as inhibitors; 290,000 compounds, 0.71% hits; further: potency means the concentration at half of the fitted maximal effect; on the % scale 0 is the no-effect control and ±100 the full control effect; nearly all actives have a fitted effect of over 55% in size
# Target sequence (A8B2U2 whole entry, looked up): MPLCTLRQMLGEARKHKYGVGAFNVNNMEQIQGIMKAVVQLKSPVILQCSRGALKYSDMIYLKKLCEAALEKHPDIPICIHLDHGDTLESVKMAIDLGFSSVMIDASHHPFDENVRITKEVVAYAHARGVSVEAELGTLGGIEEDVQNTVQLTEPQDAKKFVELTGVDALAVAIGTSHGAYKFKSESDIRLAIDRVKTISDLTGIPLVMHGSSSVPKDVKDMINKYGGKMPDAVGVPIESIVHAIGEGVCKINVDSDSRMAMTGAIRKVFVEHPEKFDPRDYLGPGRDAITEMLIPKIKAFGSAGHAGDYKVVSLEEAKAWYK
#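 40 nM FBPA preincubated 10 min at RT with compound (up to 57.5 uM final), then substrate plus GAPDH/TPI/NAD/arsenate coupling and diaphorase/resazurin added. Fluorescence read after 20 min at RT, 525/598 nm.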
# AmpC no deterg – inhibitors of E. coli AmpC beta-lactamase without detergent. AmpC nitrocefin hydrolysis, absorbance 480 nm, 0.0001% Triton. Potency, µM (top dose mostly 57.1 µM), without a hit: at the highest dose activity change, negative = inhibition, usual class: inhibitors. 330,000 compounds, 0.52% hits. AID 485341;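 further: potency means the concentration at half of the fitted maximal effect; plate controls were no compound for no effect and no enzyme for full effect; nearly all actives have a fitted effect of over 20% in size; some results filed as inactive show a strong effect at the top dose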
# Target sequence (P00811 whole entry, looked up): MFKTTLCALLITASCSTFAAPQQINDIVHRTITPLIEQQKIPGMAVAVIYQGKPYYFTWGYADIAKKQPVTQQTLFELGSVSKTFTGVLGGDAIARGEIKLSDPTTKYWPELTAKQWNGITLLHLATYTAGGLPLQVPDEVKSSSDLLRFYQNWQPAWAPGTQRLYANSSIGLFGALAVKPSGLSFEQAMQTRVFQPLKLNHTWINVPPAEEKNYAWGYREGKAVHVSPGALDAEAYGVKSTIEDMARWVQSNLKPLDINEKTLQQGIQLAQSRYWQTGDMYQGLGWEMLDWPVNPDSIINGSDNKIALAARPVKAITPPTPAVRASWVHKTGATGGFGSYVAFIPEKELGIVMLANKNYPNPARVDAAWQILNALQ
#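 AmpC (5.3 nM in the dispensed reagent) in 20 mM phosphate pH 7.0 with 0.01% (detergent screen) or 0.0001% Triton X-100 was preincubated with compounds for 15 min at room temperature. Nitrocefin was then added from an 800 uM solution, and hydrolysis was followed at 480 nm.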
# AmpC detergent – inhibitors of E. coli AmpC beta-lactamase with detergent; AmpC hydrolysis of nitrocefin, absorbance 480 nm, 0.01% Triton; Potency, µM (highest dose often 114 µM), inactives show at the highest dose activity change, negative = inhibition, usual class: inhibitors; 370,000 compounds, 0.041% hits; AID 485294;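 further: potency means the concentration at half of the fitted maximal effect; 0% = no-compound wells and -100% = no-enzyme wells; nearly all actives have a fitted effect of over 25% in size; some results filed as inactive show a strong effect at the top dose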
#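 20 mM phosphate pH 7.0 + 0.01% (detergent screen) or 0.0001% Triton X-100; 5.3 nM AmpC reagent; cpd preinc 15 min RT; nitrocefin (800 uM stock) to start; A480 q20 s × 4 min; Activity was normalised to no-enzyme and no-compound control wells.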
# Shiga inhibitor – blocks Shiga toxin action in Vero cells; Vero cells, Shiga toxin protein synthesis inhibition reporter; inhibition, % at 38.7 µM; 290,000 compounds, 9.2% hits; AID 2315; in the data active means inhibition mostly above about 28%, no sharp cut-off; inactive means mostly below about 43%; further: 0% is about no effect
# AMA1-RON2 inh – inhibitors of Plasmodium falciparum AMA1-RON2 interaction; AlphaScreen AMA1-biotinylated RON2 peptide binding; Potency, µM (series often up to 58.2 µM), inactives show at the top dose activity change, negative = inhibition, usual class: inhibitors; 360,000 compounds, 0.2% hits; AID 720542;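 further: potency means the concentration at half of the fitted maximal effect; 0% = vehicle wells and -100% = peptide control; nearly all actives have a fitted effect of over 45% in size; some results filed as inactive show a strong effect at the top dose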
#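 AMA1 (3D7) with his tag at 25 nM final met compounds first, then biotinylated RON2 peptide at 25 nM; detection used donor plus acceptor beads, 10 µg/mL apiece, read by AlphaScreen after 30 min at room temperature.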
# Cycloheximide cs – affects cycloheximide protein synthesis inhibition readout, counter-screen | cell reporter, cycloheximide protein synthesis inhibition counterscreen | max response, % | 300,000 compounds, 12% hits | AID 2314; in the data active means max response mostly above about 13%, no sharp cut-off; inactive means mostly below about 14%; further: read at 38.3 µM for the half of the compounds with a filed dose; 0% is about no effect
# HCMV inh – human cytomegalovirus inhibition; HFF cells, HCMV-luciferase reporter, 72 h; stronger effect = lower value; activity change, negative = inhibition, % at 57.5 µM; 410,000 compounds, 4.5% hits; AID 1259415; in the data active means activity change below about -60%; inconclusive means no clear call, values can overlap the other calls; inactive means above about -39%; further: on the % scale 0 is the no-effect control and ±100 the full control effect
#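 Two compound doses tested in HFFs infected with HCMV-luciferase, MOI 1 PFU/cell, 72 h at 37C. Lysate luminescence read with OneGlo; data normalized against buffer-only and 10uM Salinomycin inhibitor controls.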
# Active calls of the source: *; ? = inconclusive; · = not tested or not shown; + = active, no number; [ ] = another dose, or the depositor's remark. Unless noted, the call rests on the fitted dose curve; in most records, active means well fitted curve in the direction sought with a large enough effect; inconclusive means small, poorly fitted or top-dose-only effect, or another doubt; inactive means no such curve, though single readings can be large; an effect the other way counts as inactive or inconclusive.
Compound,AMA1-RON2 inh,Shiga inhibitor,FBPA Giardia inh,AmpC detergent,AmpC no deterg,HCMV inh,Cycloheximide cs
CNS(=O)(=O)c1cccc(C(=O)OCC(=O)Nc2nc(OC)cc(OC)n2)c1,14%[11.6 µM],·,·,·,-2%,33,·
O=C(Nc1ccccc1)OC1CCC2CC1CCC2OC(=O)Nc1ccccc1 (stereo not drawn),-13%,0,-5%,2%,-14%,-38,10
CCOc1ccc(C(C(=O)NC2CCCCC2)N(C(=O)c2csnn2)C2CC2)cc1 (stereo not drawn),-7%,-6,0%,-9%,-5%,-4,4
CCOC(=O)[C@@H]1[C@H]2COc3ccc(Br)cc3[C@H]2N2C(=O)N(c3ccc(F)cc3)C(=O)[C@]12C,-3%,1,7%,0%,41%,46,-2
Cc1cc(C)c(S(=O)(=O)N2CCCOC2CNC(=O)C(=O)NCc2cccnc2)c(C)c1 (stereo not drawn),-3%,-15,2%,-16%,22%,3,-3
COc1ccc(C(=O)Nc2nnc(SCC(=O)NC3CCCC3)s2)c(OC)c1,22%,96*,-2%,-6%,-5%,135,42*
COc1cc(CN2CC(=O)N(c3ccc(C)c(Cl)c3)C2=S)cc(OC)c1OC,-3%,-1,0%,-5%,70%[activator],-32,2
O=C(C1CCCCC1)N1CCN(c2ccnc3cc(Cl)ccc23)CC1,0%,-9,12%,-7%,91%[activator],-83*,-10
Cc1cc2nc(C)n(CCCNC(=O)Nc3ccc(C#N)cc3)c2cc1C,-1%,-17,8%,-1%,6%,-29,-5
CSCCC(=O)N1CCC(n2nccc2NC(=O)CCCc2ccccc2)CC1,-4%,21,·,3%,42%,13,17*
NS(=O)(=O)c1ccc(CCN=C(NS(=O)(=O)c2cccs2)c2ccccc2)cc1,-3%,16,4%,-2%,-19%,-33,-1
Cn1c(=O)c2c(nc(CN3CCc4ccccc4C3)n2Cc2ccccc2)n(C)c1=O,-3%,-4,0%,-2%,100%[activator],-19,-4
CSc1ncnc2c1cnn2-c1ccc(C)cc1C,-8%,140*,0%,6%,-10%,40,35*
CCOc1ccccc1NC(=S)NC(=O)c1ccco1,-5%,4,?,-8%,-13%,-21,14
CC1CC(C)CN(C(=O)C(NS(=O)(=O)c2ccc(Br)s2)c2ccccc2)C1 (stereo not drawn),2%,+,7%,1%,10%,-28,9
C/C(=N\NC(=O)c1ccc(Cl)c(Cl)c1)c1ccc(Br)s1,-2%,-2,3%,?,-19%,-83*,-1
Cc1nc(N[C@@H](Cc2c[nH]c3ccccc23)C(=O)O)c2oc3ccccc3c2n1,-3%,31,?,1%,-32%,-28,24
CCOC(=O)N1CCN(C(=O)c2c(O)c3cccc4c3n(c2=O)CC4)CC1,-7%,7,6%,5%,-22%,-8,-4
O=C(Nc1ccccc1)Nc1cccc(C(F)(F)F)c1,1%,80*,2%,-1%,-42%,-34,30*
CCN(CC)C(=O)CC(c1ccc(F)cc1)c1ccc(OC(C)C)cc1 (stereo not drawn),·,-3,4%,-5%,128%[activator],·,3

# Next results follow.
Compound,AMA1-RON2 inh,Shiga inhibitor,FBPA Giardia inh,AmpC detergent,AmpC no deterg,HCMV inh,Cycloheximide cs
O=C(CSc1nnc(-c2ccncc2)o1)Nc1nncs1,6%,-2,·,-1%,1%,66,-5
CCn1nc(C)c(CN2CCCC(CNS(=O)(=O)c3ccc(OC)cc3)C2)c1C (stereo not drawn),-5%,-23,·,12%,20%,3,21
CC(=O)c1ccc(N2CCN(S(=O)(=O)c3c(C)[nH]c(C)c3C(=O)N3CCCC3)CC2)cc1,-8%,11,-1%,3%,61%[activator],-26,11
COCCCNC(=O)Cn1ccc(N)nc1=O,40%[activator],·,·,4%,-7%,22,·
CC1(C)CC(NC(=O)C2CCN(S(=O)(=O)c3ccccc3C(F)(F)F)CC2)CC(C)(C)N1,-7%,-8,·,9%,26%,-14,-1
[NH-]c1ncnc2c1N=C[N+]2=CC=CCO,10%,-10,8.9µM*,1%,-14%,-8,-3
Cc1ccc(-n2nc3c(=O)n(CC(=O)NCCC4=CCCCC4)nc(C)c3c2C)cc1,0%,-3,3%,5%,0%,?,1
COc1cc(C2C(C#N)=C(N)N(c3sc4c(c3C#N)CCCC4)C3=C2C(=O)CC(C)(C)C3)cc(OC)c1OC (stereo not drawn),12%,-16,-3%,-11%,-10%,·,0
O=C(Nc1ccc2c(c1)OCO2)c1ccccc1,-11%,87*,2%,-6%,11%,7,53*
O=C(Nc1nc2ccccc2s1)Nc1ccc(F)cc1F,-2%,72*,1%,2%,-37%,83,53*
COc1cc(-c2c(NC(=O)c3ccco3)oc3c(C)cccc3c2=O)cc(OC)c1OC,-6%,-1,·,-9%,27%,-9,-1
Oc1ccc(-c2n[nH]c(=S)n2Cc2ccccc2)cc1,-6%,-12,-5%,4%,-12%,-27,0
COc1cccc(C(=O)NCCn2ccc3ccccc32)c1,-1%,45*,3%,?,-15%,80,25*
Clc1ccc(SCCCCn2ccnc2)cc1,-7%,14,11%,-9%,-21%,-34,2
COc1cccc(C(C(=O)NC2CCCC2)N(C(=O)CNC(=O)c2ccco2)c2cccnc2)c1 (stereo not drawn),12%,-8,-5%,-3%,-2%,-28,-1
CCSc1nnc(NC(=O)CSc2nc3c(c(=O)n2CCOC)SC(C)C3)s1 (stereo not drawn),1%,-7,-3%,-2%,-14%,-5,-3
COc1ccccc1N1CCN(C(CNS(=O)(=O)c2ccc(C)cc2)c2cccnc2)CC1 (stereo not drawn),-2%,-3,-1%,?,98%[activator],-2,-3
CO/N=C(\C(=O)N[C@@H]1C(=O)N2C(C(=O)O)=C(COC(C)=O)CS[C@H]12)c1csc(N)n1,·,12,?,·,·,·,4
COc1ccc(N2CCN(C(=O)COC(=O)CCS(=O)(=O)c3ccc(C)cc3)CC2)cc1,3%,·,·,?,56%,-31,·
CCOc1ccccc1NC(=O)NCc1ccccc1F,-2%,-4,-4%,7%,-10%,-35,9

# Entries listed so far containing a cyano group (two):
Compound,AMA1-RON2 inh,Shiga inhibitor,FBPA Giardia inh,AmpC detergent,AmpC no deterg,HCMV inh,Cycloheximide cs
Cc1cc2nc(C)n(CCCNC(=O)Nc3ccc(C#N)cc3)c2cc1C,-1%,-17,8%,-1%,6%,-29,-5
COc1cc(C2C(C#N)=C(N)N(c3sc4c(c3C#N)CCCC4)C3=C2C(=O)CC(C)(C)C3)cc(OC)c1OC (stereo not drawn),12%,-16,-3%,-11%,-10%,·,0

# Next part:
Compound,AMA1-RON2 inh,Shiga inhibitor,FBPA Giardia inh,AmpC detergent,AmpC no deterg,HCMV inh,Cycloheximide cs
O=C(Nc1cccc(F)c1)/C(=C\c1cccnc1)NC(=O)c1cccs1,1%,-8,-2%,?,50%[activator],-9,-1
COC(=O)c1[nH]c2ccc(Br)cc2c1NC(=O)CN1CCN(C2CCCCC2)CC1,-4%,-28,-4%,0%,53%,13,-9
O=[N+]([O-])c1cc(CN2CCN(c3cccc(C(F)(F)F)c3)CC2)c2cccnc2c1O,-82%,-12,16µM*,-4%,?,-76*,-7
O=C(Nc1ccccc1)/C(=C/c1ccccc1)NC(=O)c1ccco1,-1%,-4,-1%,?,-7%[11.4 µM],-26,8
O=C(CSc1oc(-c2cccs2)nc1S(=O)(=O)c1ccccc1)NC1CCCCC1,-30%,6,-4%,?,-45%,-35,4
O/N=C1\CC2(Cc3nonc31)OCCO2,19%,-18,0%,-15%,-10%,-21,-10
OCC[C@H]1C[C@@H](O)[C@H](O)[C@@]2(OCc3ccccc32)O1,11%,·,·,-6%,-8%,6,·
c1ccc2c(-c3nnc4n3CCCCC4)cc(-c3ccncc3)nc2c1,-9%,7,0%,-8%,-4%,47,-2
CC(C)C(NS(=O)(=O)c1ccc2c(c1)oc(=O)n2C)C(=O)N1CCN(Cc2ccccc2)CC1 (stereo not drawn),3%,-1,1%,-12%,7%,-6,1
CCCCc1ccc(NC(=O)c2ccc(N(C)S(C)(=O)=O)cc2)cc1,-6%,-13,0%,3%,0%,-81*,-1
COC(=O)CSc1nc2cc(C)cc(C)c2cc1C#N,-12%,-10,3%,?,-39%,?,-2
CCCC(=O)c1c(C)c2ccccc2n1C,-9%,36,17%,-9%,-13%,-12,-1
CN1CCN(C(=O)c2cc(-c3ccccc3)on2)CC1,-9%,109*,1%,-7%,-9%,-16,38*
O=C(c1ccc(S(=O)(=O)c2ccccc2Cl)c([N+](=O)[O-])c1)N1CCN(Cc2ccccc2)CC1,-28%,-1,-6%,-2%,88%[activator],-85*,-1
CCCC(C(=O)NC(C)(C)C)N(CCN1CCOCC1)C(=O)CNS(=O)(=O)c1ccccc1 (stereo not drawn),-1%,-8,0%,3%,66%[activator],29,-2
Cc1cc(C)c(C#N)c(Sc2ccc(N)cc2)n1,0%,2,1%,-4%,-13%,-38,-5
CN(c1ccccc1C(=O)Nc1cccc(Br)c1)S(=O)(=O)c1ccccc1,10%,-1,9%,?,-19%,42,-2
COc1ccc(S(=O)(=O)Nc2nc(C(F)(F)F)cs2)cc1,-6%,-22,?,?,-30%,-7,-4
O=C(NCc1ccc(Cl)cc1)c1nccnc1CO,4%,-13,2%,8%,42%,21,12
O=C(O)c1ccc(CNC(=O)c2ccc3c(c2)C(=O)N(Cc2cccnc2)C3=O)cc1,7%,-3,·,1%,-3%,12,-2

# Further records:
Compound,AMA1-RON2 inh,Shiga inhibitor,FBPA Giardia inh,AmpC detergent,AmpC no deterg,HCMV inh,Cycloheximide cs
CC(C)(C)OC(=O)C[C@@H]1C/C=C\C[C@@H](CC(=O)N[C@H](CO)Cc2ccccc2)C(=O)N2CCC[C@@H]2COC1=O,1%,·,·,·,181%[activator],29,·
Cc1ccc(Nc2c3c(nc4ncnn24)CCC3)cc1,4%,-19,-3%,?,-11%,-20,-4
COc1ccc(CN(C)S(=O)(=O)c2c(C)noc2C)cc1OC,-7%[11.6 µM],·,·,-2%,-5%,4,·
COc1n[nH]c2nncnc12,1%,62,·,-11%,-10%,-17,2
Cc1ccc(-c2ccc(/C=C3/NC(=O)NC3=O)o2)cc1[N+](=O)[O-],12%,12,-4%,?,-9%,?,9
O=C(Nc1cccc(Cl)c1)Nc1cccc(C(=O)O)c1,-6%,76*,13%,3%,-19%,61,35*
NC(=O)Nc1n[nH]c(-c2ccccc2)n1,-2%,24,-3%,-23%,-11%,-10,6
N#C/C(=C/c1ccc(N2CCOCC2)o1)C(=O)NC1CCCCC1,10%,36,-19%,3%,3%,?,19*
CCN(CC)CCN(CC(=O)N(C1CCCCC1)C1CCCCC1)C(=O)c1cccnc1,-3%,-9,-9%,2%,53%,-1,1
CSCC[C@H](NC(=O)c1cccs1)c1nnc2ccccn12,8%,-13,·,3%,-19%,-19,7
CCOc1cc(/C=C(/C#N)c2ccc(Cl)cc2)cc(Cl)c1OCC(=O)O,-4%,-17,25%,2%,-5%,-79*,-3
